Screening results (PubChem)
AT treatment – qHTS Assay for Identifying a Potential Treatment of Ataxia-Telangiectasia. […] A-T fibroblasts, KAP-1 phosphorylation AlphaLISA; neocarzinostatin DNA damage 30 min before lysis. Potency, µM (series often up to 57.5 µM), without a hit: at the highest dose activation, usual class: activators. 320,000 tested, 0.19% active; also: potency is read from the fitted curve at half-maximal effect; % of control where 0% means no effect; nearly all actives have a fitted effect of over 45% in size
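ATM-like activity read as KAP-1 phosphorylation via AlphaLISA donor/acceptor antibody pairs after lysis and 6 hr at 25C. Cells were ATM-null patient fibroblasts ([…], hTERT), dosed 60 min, then exposed to the DSB inducer NCS for 30 min.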
TCR activator – Activators of T cell receptors: qHTS campaign | AID 504894, 2011 | 330,000 tested, under 10 active | Potency, µM (titrated, usually from 9.22 µM), inactives show at the highest dose activation of IL-2 secretion, most hits filed as activators | primary human leukocytes, anti-CD3, IL-2 HTRF, 48 h; also: % of control where 0% means no effect
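Using a-CD3 beads without co-stimulation, primary human leukocytes were exposed to compounds for 48 hr. An HTRF IL-2 kit measured the cytokine, with europium-to-d2 energy transfer producing emission at 665nm upon 320nm excitation.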
ASM inhibitor – Inhibitors of Secretory Acid Sphingomyelinase (S-ASM): qHTS; Sphingomyelin phosphodiesterase (Homo sapiens), P17405; placental ASM, HMU-PC fluorogenic substrate, 60 min; Potency, µM (highest dose often 57.5 µM), inactives show at the top dose activity change, negative = inhibition, actives largely listed as inhibitors; 340,000 tested, 0.006% active; also: potency is read from the fitted curve at half-maximal effect
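HMU-PC0 cleavage (9 uM final) by human placental ASM, 60 min at 37 °C following 10 min compound exposure at RT; stopped at pH 10, fluorescence Ex 386/Em 447 nm.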
MBNL1-CUG inh – qHTS Assay for Inhibitors of MBNL1-poly(CUG) RNA binding; 280,000 tested, 0.036% active; Potency, µM (series often up to 57.5 µM), without a hit: at the highest dose activity change, negative = inhibition, actives largely listed as inhibitors; TR-FRET MBNL1-His/biotin-(CUG)12 binding, 665/545 ratio; AID 2675, 2010; Muscleblind-like protein 1 (Homo sapiens), Q9NR56; active = well fitted inhibition curve with a large enough effect in the signal ratio, with a control signal flat, not every such curve was filed as active; inconclusive = small, poorly fitted or top-dose-only effect, or effect the other way, or a change in a side signal; inactive = no such curve, though single readings can be large or run the other way; the % refers to the signal ratio; also: potency is read from the fitted curve at half-maximal effect; % is scaled to controls: 0 for no effect and ±100 for the full control effect
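Compounds (final 92 nM to 58 uM) are added to His-tagged MBNL1 and biotin-(CUG)12, then terbium anti-His antibody and streptavidin-XL665 (5 nM final). After 60 min at room temperature, the 665/545 nm ratio is read.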
Menin MLL FP TR – qHTS Assay for Inhibitors Targeting the Menin-MLL Interaction in MLL Related Leukemias: Competition With Texas Red Labeled MLL-derived Mutant Peptide. O00255. Menin + Texas Red MLL mutant peptide, fluorescence polarization. Potency, µM (doses to about 61.6 µM), for the others: at the highest dose FP activity change, negative = inhibition, hits mostly inhibitors. 270,000 tested, 0.23% active. AID 1768, 2009; active = well fitted inhibition curve with a large enough effect in the polarisation, with a control signal flat, not every such curve was filed as active; inconclusive = small, poorly fitted or top-dose-only effect, or effect the other way, or a change in a side signal; inactive = no such curve, though single readings can be large or run the other way; the % refers to the polarisation; also: potency is read from the fitted curve at half-maximal effect; % of control where 0% means no effect; many of its hits are not listed in these tables
Target sequence (O00255 whole entry, looked up): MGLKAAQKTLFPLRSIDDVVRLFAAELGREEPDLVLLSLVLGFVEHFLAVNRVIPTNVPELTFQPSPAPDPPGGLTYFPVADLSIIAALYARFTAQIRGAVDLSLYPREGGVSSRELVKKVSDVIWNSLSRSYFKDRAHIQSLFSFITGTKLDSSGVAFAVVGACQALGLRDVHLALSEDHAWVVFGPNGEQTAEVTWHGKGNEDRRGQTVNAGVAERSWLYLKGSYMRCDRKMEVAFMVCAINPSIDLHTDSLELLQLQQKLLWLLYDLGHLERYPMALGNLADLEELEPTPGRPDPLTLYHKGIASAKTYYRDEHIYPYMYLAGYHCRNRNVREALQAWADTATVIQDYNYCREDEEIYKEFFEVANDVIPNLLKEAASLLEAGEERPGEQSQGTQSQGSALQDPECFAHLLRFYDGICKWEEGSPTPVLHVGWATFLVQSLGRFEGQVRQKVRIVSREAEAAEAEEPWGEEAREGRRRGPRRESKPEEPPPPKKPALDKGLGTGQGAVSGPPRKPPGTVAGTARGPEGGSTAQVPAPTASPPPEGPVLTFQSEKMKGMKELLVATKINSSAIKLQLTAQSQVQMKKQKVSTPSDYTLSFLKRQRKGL
Mito fusion act – qHTS Assay for Small Molecule Inhibitors of Mitochondrial Division or Activators of Mitochondrial Fusion | S. cerevisiae fusion-defective mutant growth rescue, CellTiterGlo 48 h | Potency, µM (series often up to 46.1 µM), for inactives: top-dose growth rescue (activation), actives largely listed as activators | 320,000 tested, 0.23% active;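 also: potency is read from the fitted curve at half-maximal effect; % of control where 0% means no effect; nearly all actives have a fitted effect of over 45% in size; temperature-sensitive fusion mutants such as fzo1-1 at 37 °C on non-fermentable ethanol glycerol medium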
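Compounds are tested for their ability to restore growth of mitochondrial fusion-defective yeast strains at non-permissive 37C in YPEG medium over 48 hours. Viability is quantified by luciferase luminescence.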
MLL CXXC-DNA inh – qHTS Fluorescence Polarization Assay for Inhibitors of MLL CXXC domain - DNA interaction; Histone-lysine N-methyltransferase 2A (Homo sapiens), Q03164; MLL-CXXC / FITC-HOXA9 DNA fluorescence polarization; Potency, µM (top dose mostly 115 µM), for inactives: at the top dose activity change, negative = inhibition, actives largely listed as inhibitors; 290,000 tested, 0.037% active; active = well fitted inhibition curve with a large enough effect in the polarisation, with a control signal flat, not every such curve was filed as active; inconclusive = small, poorly fitted or top-dose-only effect, or effect the other way, or a change in a side signal; inactive = no such curve, though single readings can be large or run the other way; the % refers to the polarisation; also: potency is read from the fitted curve at half-maximal effect
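Purified MLL-CXXC (added from a 7 uM solution) was preincubated 5 min at ambient with pinned compounds in 50 mM Tris-HCl pH 7.5, 50 mM NaCl, 1 mM DTT, 0.05% BSA. Fluorescein-labeled HOX-A9 DNA (50 nM solution) followed, 30 min, then polarization read.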
TSHR antag – Antagonists of the Thyroid Stimulating Hormone Receptor: HTS campaign; TSHR-expressing cells, TSH-stimulated cAMP HTRF, 2 h; stronger effect = lower value; activity change, negative = inhibition, % at 11.5 µM; 330,000 tested, 0.2% active; AID 504810, 2011;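 active = activity change below a set negative limit, meaning inhibition stronger than a set level, cut at about -70% in these data; inconclusive = activity change between two set negative limits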; also: % is scaled to controls: 0 for no effect and ±100 for the full control effect
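TSHR-expressing cells, 200/well, pre-treated with compound, then stimulated with EC80 TSH (4nM final) for 2 hours at 37 deg C. cAMP measured by competitive HTRF: anti-cAMP cryptate antibody in lysis buffer plus cAMP-d2, read after 30 minutes at room temperature.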
PTAP TSG101 blk – qHTS Assay for Iinhibitors of HIV-1 Budding by Blocking the Interaction of PTAP/TSG101 | Tumor susceptibility gene 101 protein (Homo sapiens), Q99816 | Fluorescence polarization, FITC-PTAP peptide / Tsg101 binding | Potency, µM (series often up to 115 µM), for inactives: at the highest dose activity change, negative = inhibition, hits mostly inhibitors | 340,000 tested, under 10 active | AID 493005, 2010; active = well fitted inhibition curve with a large enough effect in the main read-out, with a control signal flat, not every such curve was filed as active; inconclusive = small, poorly fitted or top-dose-only effect, or effect the other way, or a change in a side signal; inactive = no such curve, though single readings can be large or run the other way; also: potency is read from the fitted curve at half-maximal effect; % of control where 0% means no effect
Target sequence (Q99816 whole entry, looked up): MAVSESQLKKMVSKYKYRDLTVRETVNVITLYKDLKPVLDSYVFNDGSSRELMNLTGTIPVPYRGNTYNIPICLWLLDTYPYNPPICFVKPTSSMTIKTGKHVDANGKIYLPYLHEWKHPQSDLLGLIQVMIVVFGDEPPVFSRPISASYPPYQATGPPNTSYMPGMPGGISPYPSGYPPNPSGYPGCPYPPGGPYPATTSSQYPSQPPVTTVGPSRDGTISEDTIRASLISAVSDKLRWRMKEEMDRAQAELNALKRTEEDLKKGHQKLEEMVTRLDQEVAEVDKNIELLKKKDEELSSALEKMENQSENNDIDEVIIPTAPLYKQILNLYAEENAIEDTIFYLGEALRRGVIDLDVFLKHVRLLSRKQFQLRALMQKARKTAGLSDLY
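FP read-out: FITC-PTAP peptide, 50 nM final, binding Tsg101 binding domain, 10 uM final; 20 min, r.t.; 10 mM HEPES pH 7.5, 0.15 M NaCl, 0.01% Tween 20, 3 mM EDTA, 0.1 mM TCEP.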
a7 integrin act – qHTS for Activators of Integrin-Mediated Alleviation for Muscular Dystrophy. alpha7betagal myoblasts, beta-gal FDG fluorescence, 48 h. Potency, µM (titrated, usually from 38.3 µM), for the others: top-dose activation, usual class: activators. 350,000 tested, 0.064% active. AID 624291, 2012;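 also: potency is read from the fitted curve at half-maximal effect; 100% = response of the positive control SU9516; nearly all actives have a fitted effect of over 60% in size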
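alpha7betagal+/- myoblasts (passage 13, 250/well) treated 48 h at 37C with compounds at 1:260 dilution of DMSO stock. Lysed, then beta-galactosidase activity read as FDG fluorescence (ex 480/em 540) after 30 min, with pre-read for autofluorescence.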
Numbers without * were called inactive; ? = inconclusive; / = no result given; [ ] = dose if it differs, or a comment. Unless noted, calls follow the shape of the dose curve; as a rule, active = well fitted curve in the direction sought with a large enough effect; inconclusive = small, poorly fitted or top-dose-only effect, or another doubt; inactive = no such curve, though single readings can be large; an effect the other way counts as inactive or inconclusive. Not all compounds are listed (hit frequency here may not be typical).

SMILES | AT treatment | TCR activator | ASM inhibitor | MBNL1-CUG inh | Menin MLL FP TR | Mito fusion act | MLL CXXC-DNA inh | TSHR antag | PTAP TSG101 blk | a7 integrin act
COc1ccc(-c2nnn(-c3cc(Cl)cc(Cl)c3)c2N)cc1 | -3% | 8% | 1% | -9% | / | 6% | -19% | -3 | 0% | 13%
Cc1ccc(NC(=O)c2cccc(S(=O)(=O)N3CCCC3)c2)nc1 | -2% | 8% | 1% | / | / | -20% | / | -6 | -3% | 20%
Cc1cccc(C(=O)Nc2sc3c(c2C(=O)O)CCCC3)c1 | -1% | 1% | 1% | 0% | ? | ? | -9% | -33 | -14% | 26%
Clc1ccc2c(N3CCOCC3)ccnc2c1 | -1% | / | 2% | 4% | -15% | 0% | 2% | 3 | 0% | 12%
O=C(CCl)Nc1c2c(nn1-c1ccccc1)CSC2 | -7% | 6% | -2% | ? | 10% | 22% | -2% | -5 | 4% | -71%[inhibitor]
CCOc1ccccc1C(=O)N(Cc1ccccc1)Cc1cc2cc3c(cc2[nH]c1=O)OCCO3 | / | 0% | 12% | / | / | / | / | / | -7% | -36%
CCCCC(=O)Nc1ccc(N2CCN(c3ccc(F)cc3)CC2)cc1 | -5% | 7% | 19% | -1% | -9% | -5% | 0% | 6 | -8% | 0%
CSc1cccc(NC(=S)N(Cc2ccc(C)cc2)Cc2cccnc2)c1 | 6% | 9% | -4% | 5% | 2% | 3% | 3% | -8 | 1% | -42%
CCN(CC)CCCNC(=O)c1nn(-c2cccc(OC)c2)c(=O)c2ccccc12 | 5% | -1% | -3% | 1% | 4% | -6% | 8% | 11 | -2% | -5%
O=S(=O)(NCCc1nc2ccccc2[nH]1)c1ccccc1 | / | 0% | -2% | / | / | / | / | / | 1% | -8%
COc1ccccc1CNC(=O)CCC(=O)N1Cc2cccc(OC)c2Oc2ncccc21 | 12% | -3% | 3% | 4% | / | 0% | 0% | -9 | 0% | 25%
COC(=O)c1sc(N)c(C(=O)OC)c1COC(=O)C12CC3CC(CC(O)(C3)C1)C2 | 4% | 2% | -1% | -6% | 11% | -1% | 13% | -7 | -6% | 11%

Compound profiles, as listed above. Values in the order: AT treatment	TCR activator	ASM inhibitor	MBNL1-CUG inh	Menin MLL FP TR	Mito fusion act	MLL CXXC-DNA inh	TSHR antag	PTAP TSG101 blk	a7 integrin act
Clc1ccc2c(N3CCOCC3)ccnc2c1 is listed as -1%	/	2%	4%	-15%	0%	2%	3	0%	12%
CCOc1ccccc1C(=O)N(Cc1ccccc1)Cc1cc2cc3c(cc2[nH]c1=O)OCCO3 is listed as /	0%	12%	/	/	/	/	/	-7%	-36%

Two records drawn at random from those above, as already listed:
SMILES | AT treatment | TCR activator | ASM inhibitor | MBNL1-CUG inh | Menin MLL FP TR | Mito fusion act | MLL CXXC-DNA inh | TSHR antag | PTAP TSG101 blk | a7 integrin act
COC(=O)c1sc(N)c(C(=O)OC)c1COC(=O)C12CC3CC(CC(O)(C3)C1)C2 | 4% | 2% | -1% | -6% | 11% | -1% | 13% | -7 | -6% | 11%
Cc1ccc(NC(=O)c2cccc(S(=O)(=O)N3CCCC3)c2)nc1 | -2% | 8% | 1% | / | / | -20% | / | -6 | -3% | 20%

Further structures
SMILES | AT treatment | TCR activator | ASM inhibitor | MBNL1-CUG inh | Menin MLL FP TR | Mito fusion act | MLL CXXC-DNA inh | TSHR antag | PTAP TSG101 blk | a7 integrin act
CSc1c(SCc2ccccc2)cnn(Cc2ccccc2)c1=O | 0% | 0%[46.1 µM] | 2% | 48%[activator] | 3% | 19% | 8% | ? | -2% | -8%
Cc1nn(Cc2ccccc2)c(=O)c2nn(-c3ccc(Cl)cc3)c(C)c12 | 9% | -1%[46.1 µM] | 1% | -4% | -18% | 4% | 10% | -11 | -3% | 13%
Cc1ccc(S(=O)(=O)NCCCCCC(=O)Nc2ccccc2)cc1 | 2% | -1%[46.1 µM] | 1% | 5%[11.5 µM] | 1% | -1% | 6% | -6 | 2% | 29%
NC(=O)C1(N2CCCCC2)CCN(C(=O)c2ccc(C#CC3(O)CCCCC3)cc2)CC1 | -5% | -3% | 4% | -1% | -10% | 2% | -1% | -10 | -2% | -7%
Cc1cnc(NC(=O)CN2CCN(c3ccccn3)CC2)s1 | 7% | 2% | 0% | -19% | ? | 0% | -14% | 15 | -3% | -39%
Cc1ccc(CN2C(=O)CCC2C(=O)NCc2ccco2)cc1 (stereo not drawn) | 3% | 0% | -2% | 7% | 20% | 1% | -6% | -3 | -6% | -27%
COc1ccc(-n2nc([N+](=O)[O-])c(=NCCc3cccc(C)c3)n2O)cc1 | 1% | -2% | -2% | ? | 1% | 3% | 5% | 1 | 0% | 12%
CCn1c(=O)c(C(=O)Nc2ncccc2O)c(O)c2ccccc21 | 16% | / | -1% | 0% | 18% | 6% | -21% | -1 | 1% | -3%
O=C(Cn1nnc(-c2ccccc2F)n1)Nc1ccc(C(=O)N2CCOCC2)cc1 | 0% | 5% | -1% | 0% | -1% | 5% | 7% | 1 | 0% | -1%
CCCSc1nnc2n(Cc3ccccc3)c(=O)c3c4c(sc3n12)CCC4 | 7% | / | / | 12% | -3% | -3% | -3% | -4 | / | /
CCCOc1ccc(C(=O)CCNC(Cc2c[nH]c3ccccc23)C(=O)O)cc1 (stereo not drawn) | -9% | -4% | -3% | -1% | ? | 1% | 17% | 0 | -6% | -6%
C=CCn1c(C)cc(C2=NNC(=NCC)SC2)c1C | 2% | 1%[46.1 µM] | 3% | / | -5% | -8% | 7% | 11 | 0% | -10%
COc1ccc(/C=N/NC(=O)c2ccc(N)cc2)cc1Cn1cc([N+](=O)[O-])cn1 | 5% | -48% | 0% | ? | ? | 1% | 5% | -16 | ? | 0%
Cc1cc(C)n(CCCNC(=O)c2ccc3c(c2)NC(=O)CS3)n1 | 2% | 7% | -5% | 2% | 1% | -3% | -5% | 11 | -1% | 13%
COc1ccc2ccccc2c1/C=N/n1cnnc1 | 3% | 1% | 4% | ? | -8% | 0% | 1% | 5 | -2% | -4%
O=C(Nc1nc2c(s1)CCCC2)C1COc2ccccc2O1 (stereo not drawn) | -6% | -1%[46.1 µM] | 1% | -3% | 3% | ? | -7% | 4 | -3% | 0%
CCOC(=O)c1sc(NC(=O)c2cc(-c3cccc(O)c3)on2)c(C(=O)OCC)c1C | 0% | 0% | 0% | 1% | 0% | 0% | 11% | 0 | 1% | 0%
CCOc1ccc(N2C(=O)CC(Sc3nc(C)cc(C)n3)C2=O)cc1 (stereo not drawn) | 1% | 4% | 1% | 17% | -9% | -21% | 17% | -1 | -6% | 29%
CCN(CC)CCn1nc2c3c(cccc3c1=O)-c1ccccc1-2 | 10% | -3% | 1% | ? | 13% | -13% | ? | 19 | 0% | -1%
CCOc1ccc(NC(=S)Nc2ccccc2C2CC2)cc1 | -1% | -4% | 3% | 1% | 1% | 6% | -1% | 1 | -8% | 4%
NC(=O)CC(NC(=O)c1cccc(Br)c1)c1ccc(NC2CCCCCCCCCCC2)c([N+](=O)[O-])c1 (stereo not drawn) | 7% | -7% | -1% | -7% | 1% | -1% | 1% | -11 | -3% | 3%
CCOC(=O)c1oc2ccc(Br)cc2c1CSc1nnc(C)s1 | 8% | / | -11% | 6% | 0% | 2% | -11% | -25 | -6% | -8%
c1ccc(-c2c[n+]3c(n2-c2ccccc2)SCC3)cc1 | -1% | 0% | -1% | / | / | 2% | 1% | 11 | -7% | -41%[inhibitor]
Nc1c(N(CCC2=CCCCC2)C(=O)Cc2ccc(F)cc2)c(=O)[nH]c(=O)n1Cc1ccccc1 | 6% | / | -2% | / | / | 2% | / | -9 | -5% | 5%
